From PubChem BioAssay
GPR151 activ = human GPR151 activation; PathHunter beta-arrestin GPR151 cells, luminescence; activation, % at 11.2 µM; hit rate 1% among 650,000; in the data active means activation above about 4.9%;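 further: 0% = median of compound wells and 100% = cells with positive control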
Target sequence (Q8TDV0 whole entry, looked up): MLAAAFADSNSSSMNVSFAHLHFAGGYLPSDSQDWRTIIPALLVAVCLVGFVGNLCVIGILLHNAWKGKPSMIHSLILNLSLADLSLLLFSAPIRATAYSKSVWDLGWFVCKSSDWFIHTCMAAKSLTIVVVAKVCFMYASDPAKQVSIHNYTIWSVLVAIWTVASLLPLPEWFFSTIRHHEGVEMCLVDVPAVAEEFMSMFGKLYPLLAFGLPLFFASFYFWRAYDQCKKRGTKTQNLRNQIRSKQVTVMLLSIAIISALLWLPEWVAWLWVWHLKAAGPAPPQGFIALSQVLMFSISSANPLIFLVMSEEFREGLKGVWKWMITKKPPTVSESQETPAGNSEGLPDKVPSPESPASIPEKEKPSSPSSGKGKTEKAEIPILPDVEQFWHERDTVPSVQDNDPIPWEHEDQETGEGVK
MITF primary = inhibitors of human MITF. O75030. AlphaScreen MITF homodimerization, bead proximity signal. inhibition, % at 2.6 µM. hit rate 0.91% among 650,000; in the data active means inhibition above about 50%;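 further: 0% = vehicle wells with protein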
FBW7 activator = activators of human E3 ligase FBW7. normalized activity (activation), % at 26.1 µM. AlphaScreen FBW7–phospho-cyclin E peptide binding, activator screen. hit rate 0.13% among 650,000. Q969H0. AID 1259310; in the data active means normalized activity above about 1.9%;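 further: purified mutant Fbw7 with reduced substrate affinity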
Target sequence (Q969H0 whole entry, looked up): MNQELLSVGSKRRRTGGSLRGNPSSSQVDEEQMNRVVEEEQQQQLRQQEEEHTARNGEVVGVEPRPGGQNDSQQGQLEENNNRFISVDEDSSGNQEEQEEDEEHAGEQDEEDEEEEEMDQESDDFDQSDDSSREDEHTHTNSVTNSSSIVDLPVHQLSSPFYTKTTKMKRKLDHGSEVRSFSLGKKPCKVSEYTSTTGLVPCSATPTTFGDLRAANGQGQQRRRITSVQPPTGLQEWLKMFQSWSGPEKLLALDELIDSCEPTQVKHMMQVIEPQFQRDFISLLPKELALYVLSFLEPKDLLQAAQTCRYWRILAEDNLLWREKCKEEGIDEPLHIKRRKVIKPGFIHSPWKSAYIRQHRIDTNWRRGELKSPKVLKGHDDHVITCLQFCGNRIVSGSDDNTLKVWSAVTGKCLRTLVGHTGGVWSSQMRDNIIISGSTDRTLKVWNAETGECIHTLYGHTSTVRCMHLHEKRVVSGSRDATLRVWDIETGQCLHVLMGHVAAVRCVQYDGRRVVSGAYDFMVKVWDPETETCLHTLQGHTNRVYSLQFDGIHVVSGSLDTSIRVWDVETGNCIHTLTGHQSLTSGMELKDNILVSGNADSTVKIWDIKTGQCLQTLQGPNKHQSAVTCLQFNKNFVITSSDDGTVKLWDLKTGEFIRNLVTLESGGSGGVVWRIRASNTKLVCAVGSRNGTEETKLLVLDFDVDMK
TEAD-YAP block = TEAD-YAP interaction inhibition | HEK-TIYL cells, TEAD-Gal4/YAP UAS-luciferase luminescence | inhibition, % at 9.12 µM | hit rate 1.4% among 640,000; in the data active means inhibition above about 32%;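 further: 0% = median of test compound wells and 100% = reference inhibitor wells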
Active calls of the source: *; & = joins results of further samples; ! = not active in a repeat.

SMILES	GPR151 activ	MITF primary	FBW7 activator	TEAD-YAP block
Cc1ccc(CN2C3=C(C(=O)CC(C)(C)C3)C(c3ccc(Cl)cc3Cl)C3=C2CC(C)(C)CC3=O)cc1	1.1	-1	-0.1	1
CCOc1ccc(-n2nc3ccc(NC(=O)c4cc([N+](=O)[O-])ccc4Cl)cc3n2)cc1	-0.4	12	0.0	-8
COc1cc(C2NC(=O)c3[nH]nc(-c4ccc(C)cc4)c32)ccc1O (stereo not drawn)	0.0	0	-0.2	-10
COc1ccc(C(=O)NCC(=O)OCC(=O)c2ccc3c(c2)OCCO3)cc1	-1.0	-4	0.0	-12
COc1ccc(-c2nc3ncnc(NCCc4ccc(O)cc4)c3[nH]2)cc1	1.7	11	0.1	59*
CNC(=O)C(=O)NCC1OCCCN1S(=O)(=O)c1ccc(OC)cc1 (stereo not drawn)	1.5	0	0.3	5
CCCCN(C)C(=O)/C(=C\c1ccc(C)cc1)n1ccccc1=O	0.7	5	0.3	15
COc1ccc(CCN(C)C2CCCN(C(=O)c3cc(=O)n(C)c(=O)n3C)C2)cc1OC (stereo not drawn)	2.8	-2	-0.1	-1
Cc1ccc(Nc2cnn(C34CC5CC(CC(C5)C3)C4)c(=O)c2Cl)cc1	-0.4	-5	0.0	-6
O=C(CCN1C(=O)c2ccc([N+](=O)[O-])cc2C1=O)Nc1ccccc1-c1ccccc1	-0.7	16	0.7	8
Cc1ccnc2nc(C(=O)Nc3ccc(OCc4ccccc4)cc3)nn12	-0.8	17	0.4	-21
COc1ccc(CC(=O)Nc2ccccc2C(=O)O)cc1	-8.2	-2	-0.1	-40

2 entries from above, field by field.
COc1cc(C2NC(=O)c3[nH]nc(-c4ccc(C)cc4)c32)ccc1O (stereo not drawn)
  GPR151 activ: 0.0; MITF primary: 0; FBW7 activator: -0.2; TEAD-YAP block: -10
O=C(CCN1C(=O)c2ccc([N+](=O)[O-])cc2C1=O)Nc1ccccc1-c1ccccc1
  GPR151 activ: -0.7; MITF primary: 16; FBW7 activator: 0.7; TEAD-YAP block: 8

Remaining list, next part
SMILES	GPR151 activ	MITF primary	FBW7 activator	TEAD-YAP block
CCc1nnc(N/N=C/c2cc(Br)c(O)cc2O)n1N	0.5	37	-1.0	2
Cc1ccc(C)c(CN[C@H]2C[C@H]3C(=O)N[C@@H](Cc4ccccc4)C(=O)N3C2)c1	-0.5	-17	0.1	-1
CC(=O)c1ccc(Nc2nc(-c3cccs3)cs2)cc1	0.6	11	-0.1	-14
CCC1C(c2ccccc2)NC(c2ccccc2)CC1(C)O (stereo not drawn)	-1.1	6	0.3	-13
N#Cc1ccc(-n2nc(-c3ccccc3)c3ccccc3c2=O)cc1C#N	0.9	-3	0.0	-1
CCOC(=O)c1ccc(NC(=S)NNC(=O)c2ccc([N+](=O)[O-])c(C)c2)cc1	0.6	15	-0.1	4
NS(=O)(=O)c1ccc(CCNS(=O)(=O)c2ccc(Cl)c(C(F)(F)F)c2)cc1	1.8	0	-0.1	3
COc1ccc2oc(=O)c(C(=O)Oc3ccc(C(C)=O)cc3OC)cc2c1	-1.0	-8	0.1	-12
COc1ccc(NC(=O)N2CCC(CN3CCCCCC3)CC2)cc1	-2.3	3	-0.1	10
COC(=O)c1c(NS(=O)(=O)c2cccs2)sc2c1CCCC2	-0.1	9	0.0	0
Cc1c(NC(C)c2cc(Cl)ccc2O)c(=O)n(-c2ccccc2)n1C (stereo not drawn)	0.0	10	-0.1	3
Cc1ccc(SCC(=O)Nc2nc3c(s2)C(=O)CC(C)(C)C3)cc1	-0.1	19	0.2	-2
Cc1c(C(=O)N(CCO)CCO)sc2ncnc(NCCCc3ccccc3)c12	-1.1	-2	-0.1	-10
CC1SC(C)C(=O)N(CC(=O)NCc2ccc(F)cc2)C1=O (stereo not drawn)	-2.1	3	-0.1	0
CN(CCC#N)C(=O)CC(=O)Nc1ccc2nc3n(c(=O)c2c1)CCCCC3	0.2	-9	0.0	-9
O=C1OC(c2cccc(Br)c2)=N/C1=C\c1coc2ccccc2c1=O	0.0	-8	-0.1	-11
COc1ccc(CCNc2cc(C)nc(N3CCc4ccccc4C3)n2)cc1	2.3	11	-0.1	6
O=C(Cn1c(=O)oc2ccccc21)NCc1ccccc1F	1.4	2	0.1	-32
O=C1CSC2c3ccccc3C(=O)N2c2ccccc21 (stereo not drawn)	-1.2	-1	0.0	12
CCCCOc1ccc(C(=O)Nc2nc(-c3ccc(C(C)(C)C)cc3)cs2)cc1	-2.4	2	0.0	0
COc1cc(NC(=O)c2cccc(-n3cc(NC(=O)CCc4ccccc4)cn3)c2)cc(OC)c1OC	0.9	-2	-0.1	26
COc1ccc(NS(=O)(=O)c2cc(NS(=O)(=O)c3cccs3)ccc2C)cc1	0.9	2	-0.1	5
Cc1ccc(CNC(=O)c2c(C)noc2C)cc1	-0.8	25	0.3	-14
OCCN1CCN(c2ncnc3c2c(-c2ccccc2)cn3-c2cccc(C(F)(F)F)c2)CC1	-0.1	-3	0.1	-15
CCN(CC)c1nc(N(CC)CC)nc(N2CCCCC2)n1	-0.2	10	0.6	8
CC(=O)N(C)CC(=O)Nc1ccc(Cl)c(Cl)c1	-0.3	3	0.1	0
CC(=O)c1cccc(NC(=O)CSc2nc3ccccc3[nH]2)c1	-1.0	-12	-0.6	-1
COc1cccc(/C=N/N=C2/NC(=O)CS2)c1O	-1.3	15	-0.6	58*
CCOC(=O)CCCCCCN1CCOCC1	-0.9	-1	0.2	5
O=C1c2cccc(F)c2C(=O)N1c1ccc2c3c(cccc13)CC2	-0.7	14	0.1	4
CC(C)(C)NC(=O)CCSc1nnc(-c2ccccc2)o1	-1.0	1	0.8	-34
O=C1CCCC2=C1C(c1ccccc1C(F)(F)F)c1c(ccc3ncccc13)N2 (stereo not drawn)	1.1	-9	0.1	7
CCOc1ccc(CN2CCNC(=O)C2CC(=O)NCCc2cnccn2)cc1 (stereo not drawn)	1.7	9	0.0	4
O=C1c2ccc(-c3nc4ccccc4c(=O)o3)cc2C(=O)N1c1ccc([N+](=O)[O-])cc1	0.1	4	-0.1	5
O=S(=O)(c1ccc(Cl)cc1)N1CCC(N2CCN(c3ccc(F)cc3)CC2)CC1	1.9	2	-0.3	-6
Cc1ccc(S(=O)(=O)N2c3ccccc3C(C)CC2(C)C)cc1 (stereo not drawn)	-0.3	0	0.0	19
Cc1cccc2sc(NC(=O)N3CCOCC3)nc12	0.2	1	0.0	-5
O=C1CCCN1CCn1cnc2c(NCCc3ccc(O)cc3)nc(NC3CCN(Cc4ccccc4)CC3)nc21	-0.5	4	-0.1	5
COc1ccc(C2C(C(=O)OC3CCCCC3)=C(C)NC3=C2C(=O)CCC3)c(OC)c1OC (stereo not drawn)	0.1	6	0.0	-1
Cn1c(=O)[nH]c(=O)c2c1nc(NCCc1ccccc1)n2Cc1ccccc1Cl	-0.2	1	0.0	-7
COc1ccccc1N1CCSC1C(N)=O (stereo not drawn)	-0.3	2	-0.1	-4
CN1CCC(N(C)S(=O)(=O)c2ccccc2[N+](=O)[O-])CC1	-1.0	-15	0.2	-9
CCCCC1=NN2C(=N)/C(=C/c3cccc(OCCOc4ccc(C)cc4)c3)C(=O)N=C2S1	-1.1	2	0.2	-69
Cc1cccn2c(=O)c3cc(C(=O)NCCC4=CCCCC4)sc3nc12	-0.1	-7	0.0	11
N#Cc1ccc(NC(=O)C2CC(c3ccc(F)cc3)=NO2)cc1 (stereo not drawn)	0.8	4	-0.1	5
COC(=O)c1ccc(/C=N/NC(=O)c2ccoc2C)cc1	-9.1	-7	0.1	35*
COc1ccc(C(=O)COC(=O)c2ccc(N3C(=O)C4C5C=CC(C6CC56)C4C3=O)cc2)cc1 (stereo not drawn)	-0.5	18	-0.1	-4
Cc1cc(C)c2c(c1)c(=O)c(C(=O)O)cn2C	-1.2	-5	0.0	1

Part of the list above, with each value named:
COc1ccccc1N1CCSC1C(N)=O (stereo not drawn)
  GPR151 activ: -0.3	MITF primary: 2	FBW7 activator: -0.1	TEAD-YAP block: -4

NS(=O)(=O)c1ccc(CCNS(=O)(=O)c2ccc(Cl)c(C(F)(F)F)c2)cc1
  GPR151 activ: 1.8	MITF primary: 0	FBW7 activator: -0.1	TEAD-YAP block: 3

COc1ccc(-c2nc3ncnc(NCCc4ccc(O)cc4)c3[nH]2)cc1
  GPR151 activ: 1.7	MITF primary: 11	FBW7 activator: 0.1	TEAD-YAP block: 59*

O=C1OC(c2cccc(Br)c2)=N/C1=C\c1coc2ccccc2c1=O
  GPR151 activ: 0.0	MITF primary: -8	FBW7 activator: -0.1	TEAD-YAP block: -11

(list continues)
SMILES	GPR151 activ	MITF primary	FBW7 activator	TEAD-YAP block
N#Cc1nc(COc2ccccc2)oc1NCc1ccco1	-0.3	-20	-0.5	-12
CC(C)NC(=O)C(=O)NNC(=O)/C=C/c1ccccc1	0.3	2	0.0	5
COc1ccc(NC(=O)NC2(C(=O)N3CCCCCC3)CCCCC2)cc1	1.5	-33	-0.1	3
Cn1ccnc1C1(O)CCN(C(=O)Nc2ccccc2F)CC1	0.2	-3	0.1	6
CCNc1cccc(C(=O)NCCc2ccc(OC)cc2)n1	1.0	-22	0.3	-22
COc1cccc(C(=O)NCc2nnc(SCC(=O)N3N=C(c4cccs4)CC3c3ccc(C)cc3)n2C)c1 (stereo not drawn)	0.6	1	0.0	14
CC1CN(c2nc3c(c(=O)[nH]2)CCN(C(=O)C(C)C)C3)CC(C)O1 (stereo not drawn)	-0.5	6	1.2	2
Cc1nc(-c2cccc(C(F)(F)F)c2)cc(N2CCC(O)CC2)n1	1.3	7	-0.1	-9
CN(C)CCN1C(=O)C2C(c3ccccc3)C=CC(c3ccccc3)C2C1=O (stereo not drawn)	0.1	13	0.1	4
C[C@@H](NCCc1ccc(O)cc1)[C@@H](O)c1ccc(O)cc1	6.4*!	18&6	-0.1&0.4	14
COCCSc1nnc(NC(=O)CSc2ccccc2)s1	-1.2	-12	0.9	-16
COc1cc(OC)cc(C(=O)NCCSC2CCCCC2)c1	-0.2	10	0.6	-9

Grouped by structure, the compounds so far with a tert-butyl group
SMILES	GPR151 activ	MITF primary	FBW7 activator	TEAD-YAP block
CCCCOc1ccc(C(=O)Nc2nc(-c3ccc(C(C)(C)C)cc3)cs2)cc1	-2.4	2	0.0	0
CC(C)(C)NC(=O)CCSc1nnc(-c2ccccc2)o1	-1.0	1	0.8	-34

Following part
SMILES	GPR151 activ	MITF primary	FBW7 activator	TEAD-YAP block
Cc1ccc(S(=O)(=O)N2CCOC23CCN(S(=O)(=O)c2ccc(F)c(C)c2)CC3)cc1	1.3	16	0.0	-2
COc1ccc(N=C2NC(=O)CC(C(=O)Nc3ccccc3F)S2)cc1 (stereo not drawn)	-0.3	-7	0.0	-2
Cc1nn2c(CN(c3ccccc3)S(=O)(=O)c3ccccc3)nnc2c2ccccc12	-0.8	14	0.3	-1
COC(CNc1cc(-c2cncc(Br)c2)nc(C)n1)OC	0.3	4	0.1	-48
CCCn1c2c(c(O)c(C(=O)OCC)c1=O)CCCC2	0.0	5	-0.1	4
Cc1cccc(OCC(=O)NN)c1	-0.6	1	0.0	0
Cc1nc(-c2cc3cc([N+](=O)[O-])ccc3oc2=O)cs1	0.1	-2	-0.1	3
CN(C)S(=O)(=O)c1cccc(NC(=S)Nc2ccccc2CO)c1	1.0	-1	0.0	0
CCN(CC)S(=O)(=O)c1ccc(C(=O)N2CCc3cc(OC)c(OC)cc3C2COc2ccc(C(=O)OC)cc2)cc1 (stereo not drawn)	-1.0	8	0.1	8
CCOC(=O)C1=C(N)OC2=C(C(=O)CCC2)C1c1ccc(OCC)cc1 (stereo not drawn)	1.9	12	-0.1	-4
CCCc1cc(=O)[nH]c(SCC(=O)Nc2cccc(C)c2)n1	2.0	1	-0.2	9
O=C(NCCOc1cccc2cccnc12)c1cc(-c2ccco2)on1	0.6	-14	-0.2	-42
CCOC(=O)c1sc2ncnc(Nc3ccc4c(c3)OCO4)c2c1C	-0.6	2	0.2	3
COc1ccc(OC)c(Cc2nnc(CCC(=O)NC(C)Cc3cccs3)o2)c1 (stereo not drawn)	-1.4	3	-0.1	-47
C/C(=N\NC(=O)c1ccc(Cl)cc1)c1ccc([N+](=O)[O-])cc1	2.7	3	0.3	-20
O=C(Nc1nc(SCc2ccc(F)cc2)ns1)c1cc(F)c(F)cc1Cl	8.4*	-1	0.1	27
Cc1cc(C)nc(SCC(=O)Nc2cccc(Br)c2)n1	-1.6	-4	0.0	-1
CC(SCc1cn2cc(Cl)ccc2n1)C(=O)O (stereo not drawn)	-1.1	0	0.0	0
Cc1c(NC(=O)c2noc(C(C)C)c2[N+](=O)[O-])c(=O)n(-c2ccccc2)n1C	-1.4	14	0.6	-4
O=C1NCCN(Cc2ccc(Cl)c(F)c2)C1CC(=O)N1CCCCCC1 (stereo not drawn)	-0.1	7	0.1	-1
FC1(F)Oc2ccc(Nc3nccc(-c4cncc(N5CCOCC5)c4)n3)cc2O1	-1.8	22	0.5	-3
CS(=O)(=O)Nc1ccc(S(=O)(=O)NC2CCCCC2)cc1	1.0	0	0.0	-9
Cc1nc(NC/C=C/c2ccco2)sc1-c1ccn(CCN(C)C)n1	0.4	-5	0.0	-9
CC(C)(C)C(=O)C(Oc1ccc(Cl)cc1)n1cnnc1 (stereo not drawn)	2.7	40	0.6	4
c1ccc(OCCNc2ccnc(NCc3cccnc3)n2)cc1	-0.5	14	-0.1	-1
Cc1cc(C)cc(NC(=O)CSc2nc3c(cc2C#N)C(=O)CC(C)(C)C3)c1	-1.2	2	0.0	-1
CCC(Oc1ccccc1)C(=O)NCc1ccccc1OC (stereo not drawn)	3.8	8	0.5	10
COC(=O)c1cccc(S(=O)(=O)N2CCC(c3nc4ccc(C)cc4[nH]3)CC2)c1	-0.9	25	0.0	-11
